# High-throughput results as filed in PubChem.
# MITF TRPM1 inh: MITF TRPM1 promoter inhibition in SK-MEL-5 cells; AID 488899; SK-MEL-5 TRPM1 promoter luciferase, 24 h; inhibition, % at 12.5 µM; actives 0.83% (n = 330,000);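 active = mean inhibition across replicates of 60% or more, whatever share of single replicates reaches that level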; note: values of inactives mirror those of a sister screen read the other way
# CF NFkB block: cystic fibrosis NF-kB activation inhibition | KKLEB NF-kB-GFP reporter, PAF-induced, GFP fluorescence overnight | AID 588850 | inhibition, % at 5 µM | actives 0.86% (n = 360,000);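 active = at least 50% inhibition at 5 µM, scaled per plate between neutral and stimulator controls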;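 note: PAF is a Pseudomonas aeruginosa culture filtrate used as stimulus; plate controls were PAF-stimulated DMSO wells for no effect and unstimulated DMSO wells for full effect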
# Peg3 promoter: Peg3 promoter activity inhibition; HeLa PEG-Prom luciferase reporter, luminescence, overnight; inhibition, % at 20 µM; actives 1.7% (n = 360,000);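 active = inhibition of at least 50% at 20 µM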
# NR2E3 ag-1: human photoreceptor-specific nuclear receptor agonism; CHO-S Gal4-NCOR/VP16-NR2E3 two-hybrid, luciferase; inhibition of corepressor binding, % at 3.98 µM; Q9Y5X4; actives 0.35% (n = 360,000); AID 602229;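 active = inhibition above the mean of all tested compounds plus 3 SD, cut at about 70% in these data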;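 note: 0% = DMSO with NR2E3 transfected cells and 100% = cells lacking NR2E3 construct; higher means lower luciferase signal from less NR2E3 corepressor binding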
# Target sequence (Q9Y5X4 whole entry, looked up, the tested form may be a part): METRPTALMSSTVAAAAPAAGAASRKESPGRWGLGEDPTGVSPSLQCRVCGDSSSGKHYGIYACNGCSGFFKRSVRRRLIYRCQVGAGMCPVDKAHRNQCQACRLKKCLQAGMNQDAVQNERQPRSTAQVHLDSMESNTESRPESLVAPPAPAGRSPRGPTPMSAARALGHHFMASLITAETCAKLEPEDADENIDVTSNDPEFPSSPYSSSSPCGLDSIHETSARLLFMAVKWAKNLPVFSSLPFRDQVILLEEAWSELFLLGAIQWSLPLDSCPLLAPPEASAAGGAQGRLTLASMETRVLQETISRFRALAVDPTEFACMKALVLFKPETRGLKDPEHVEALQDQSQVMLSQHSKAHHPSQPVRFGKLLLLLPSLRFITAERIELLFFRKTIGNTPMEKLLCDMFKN
# C8 TRAIL sens: caspase-8 TRAIL sensitization | actives 1% (n = 360,000) | inhibition (viability loss, TRAIL sensitization), % at 10 µM | NB7+C8 cells + TRAIL, ATPlite viability luminescence;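 active = compounds causing at least 50% loss of cell viability in the single-dose screen, relative to plate controls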
# Shn3 3UTR inh: Schnurri-3 reporter inhibition in Clone20 osteoblasts; Clone20 osteoblast Shn3 3'UTR firefly luciferase, 24 h; inhibition, % at 12.5 µM; actives 0.52% (n = 360,000);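 active = mean inhibition of at least 75% with every replicate also reaching 75%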;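 note: 0% = median of neutral control wells and 100% = pilot-screen positive control compound; some compounds past the cut are filed as inactive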
# TWEAK-Fn14 inh: inhibitors of TWEAK-Fn14 interaction signaling | TWEAK-stimulated Fn14 reporter cells, luciferase luminescence, 8 h | inhibition, % at 10 µM | actives 2% (n = 360,000) | AID 1159606; in the data active = inhibition above about 50%
# TROY NFkB inh: blocks TROY-dependent signaling in reporter cells | Q293 LMP1-TROYcd NF-kB luciferase reporter, 4 h | inhibition, % at 10 µM | actives 0.98% (n = 360,000);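 active = compounds whose plate-normalised and pattern-corrected inhibition of the luciferase reporter signal at the single screening dose is 50% or more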
# KKLEB cytotox: reduces viability of KKLEB cystic fibrosis airway cells; KKLEB CF airway cells viability, ATPlite luminescence, overnight; active compounds read low; cells stimulated with P. aeruginosa culture filtrate; activity change (cytotoxicity), % at 5 µM; actives 0.36% (n = 360,000);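 active = corrected activity change at or below -50% at 5 µM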
# NR2E3 ag-2: agonists of human nuclear receptor NR2E3. Q9Y5X4. GST-NR2E3/biotin-RetCOR TR-FRET, 1536-well. inhibition of corepressor binding, % at 4.78 µM. actives 0.12% (n = 320,000). AID 2300;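 active = percent inhibition above the cutoff of mean plus 3 SD of all tested compounds, set per screening campaign, cut at about 20% in these data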;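 note: 0% = DMSO wells and 100% = biotin wells as full block of FRET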
#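 Format: 1536-well format; test system: GST-NR2E3 and biotin-RetCOR proteins; read-out basis: percent inhibition of TR-FRET ratio; timing: 5 h incubation at 4 °C; detection: time-resolved FRET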
# HIF-2a inh: inhibitors of HIF-2a | 786-0 RCC cells HIF-2a reporter, luciferase luminescence, overnight | inhibition, % at 18.8 µM | actives 0.72% (n = 360,000) | AID 624352;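 active = inhibition of the luminescence signal of 40% or more relative to plate controls, in a single-dose primary screen at 18.75 µM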
# Starred values were filed as active, the others as inactive; nt = no result given. Only part of the results is shown; the hit share may differ from the screen's.
# The opening 16 compounds as a preview:
compound	NR2E3 ag-1	TWEAK-Fn14 inh	HIF-2a inh	C8 TRAIL sens	Shn3 3UTR inh	NR2E3 ag-2	MITF TRPM1 inh	TROY NFkB inh	CF NFkB block	KKLEB cytotox	Peg3 promoter
CN(Cc1cnccn1)C(=O)CC1C(=O)NCCN1Cc1cccc(F)c1 (stereo not given)	-17	3	6	-3	-18	2	11	15	-8	9	8
Cc1ccc(S(=O)(=O)Nc2ccc3c(c2)C(=O)N([C@H](C)CO)C[C@H](C)[C@@H](CN(C)C(=O)NC2CCCCC2)OCCCC[C@@H](C)O3)cc1	-20	0	-2	0	7	nt	nt	1	-8	-1	-19
Cc1cc(C)n2nc(CCc3ccccc3)nc2n1	-7	9	18	3	7	1	-17	-19	3	4	-38
O=C(NC1CCCCC1)C(c1ccccc1)N(C(=O)c1csnn1)C1CC1 (stereo not given)	-10	7	10	-1	28	2	1	12	-4	-3	13
CCOc1nc(-c2ccccc2Cl)ccc1C#N	-18	4	5	-21	0	-1	10	9	-15	4	12
O=C(Cn1[nH]c(=O)c2ccccc2c1=O)OCC(=O)c1ccc(Br)cc1	-11	-4	-1	15	13	1	-1	1	10	-4	13
CCCCNC(=O)c1cc(C)no1	-7	0	-1	-4	25	4	-4	-1	-4	6	16
Cc1ccccc1CN1CCN(CC2CC3C=CC2C3)CC1 (stereo not given)	-10	-1	14	-4	5	4	13	0	0	-8	10
Cc1ccc(NC(=O)COc2ccc(CCO)cc2-n2nc3ccccc3n2)cc1C	-24	5	-12	8	-7	0	-5	14	12	2	-3
Cc1c(C(=O)Nc2ccc(OC(F)(F)F)cc2)sc2nc3n(c(=O)c12)CCC3	77*	17	8	47	74	1	5	11	-7	7	-23
CN(C)c1ccc(CNn2cnnc2SCc2ccccc2F)cc1	-36	-33	-158	-3	8	-1	-22	-12	-26	-1	-72
COc1ccnc2c1c(=O)n(Cc1ccc(F)cc1)c(=O)n2C	2	8	-1	-24	10	1	-1	11	-17	-1	-10
O=C(Nc1cc(C(F)(F)F)ccc1Cl)c1cccnc1	8	-23	-4	9	-11	2	-10	20	-7	2	5
CCCCN(C(=O)c1cccc(S(=O)(=O)N2CCN(Cc3ccccc3)CC2)c1)c1ccccc1	-10	11	18	2	19	2	6	25	25	-5	23
Cc1ccc(C)n1-c1ccc(C(=O)N2CCOCC2)cc1	8	2	6	5	-28	3	-2	-15	6	-6	12
Cc1ccc(CNS(=O)(=O)NCc2cccs2)cc1	3	3	16	-2	-4	3	-9	-4	-3	9	-2

# All compounds of this part, previewed entries included:
compound	NR2E3 ag-1	TWEAK-Fn14 inh	HIF-2a inh	C8 TRAIL sens	Shn3 3UTR inh	NR2E3 ag-2	MITF TRPM1 inh	TROY NFkB inh	CF NFkB block	KKLEB cytotox	Peg3 promoter
CN(Cc1cnccn1)C(=O)CC1C(=O)NCCN1Cc1cccc(F)c1 (stereo not given)	-17	3	6	-3	-18	2	11	15	-8	9	8
Cc1ccc(S(=O)(=O)Nc2ccc3c(c2)C(=O)N([C@H](C)CO)C[C@H](C)[C@@H](CN(C)C(=O)NC2CCCCC2)OCCCC[C@@H](C)O3)cc1	-20	0	-2	0	7	nt	nt	1	-8	-1	-19
Cc1cc(C)n2nc(CCc3ccccc3)nc2n1	-7	9	18	3	7	1	-17	-19	3	4	-38
O=C(NC1CCCCC1)C(c1ccccc1)N(C(=O)c1csnn1)C1CC1 (stereo not given)	-10	7	10	-1	28	2	1	12	-4	-3	13
CCOc1nc(-c2ccccc2Cl)ccc1C#N	-18	4	5	-21	0	-1	10	9	-15	4	12
O=C(Cn1[nH]c(=O)c2ccccc2c1=O)OCC(=O)c1ccc(Br)cc1	-11	-4	-1	15	13	1	-1	1	10	-4	13
CCCCNC(=O)c1cc(C)no1	-7	0	-1	-4	25	4	-4	-1	-4	6	16
Cc1ccccc1CN1CCN(CC2CC3C=CC2C3)CC1 (stereo not given)	-10	-1	14	-4	5	4	13	0	0	-8	10
Cc1ccc(NC(=O)COc2ccc(CCO)cc2-n2nc3ccccc3n2)cc1C	-24	5	-12	8	-7	0	-5	14	12	2	-3
Cc1c(C(=O)Nc2ccc(OC(F)(F)F)cc2)sc2nc3n(c(=O)c12)CCC3	77*	17	8	47	74	1	5	11	-7	7	-23
CN(C)c1ccc(CNn2cnnc2SCc2ccccc2F)cc1	-36	-33	-158	-3	8	-1	-22	-12	-26	-1	-72
COc1ccnc2c1c(=O)n(Cc1ccc(F)cc1)c(=O)n2C	2	8	-1	-24	10	1	-1	11	-17	-1	-10
O=C(Nc1cc(C(F)(F)F)ccc1Cl)c1cccnc1	8	-23	-4	9	-11	2	-10	20	-7	2	5
CCCCN(C(=O)c1cccc(S(=O)(=O)N2CCN(Cc3ccccc3)CC2)c1)c1ccccc1	-10	11	18	2	19	2	6	25	25	-5	23
Cc1ccc(C)n1-c1ccc(C(=O)N2CCOCC2)cc1	8	2	6	5	-28	3	-2	-15	6	-6	12
Cc1ccc(CNS(=O)(=O)NCc2cccs2)cc1	3	3	16	-2	-4	3	-9	-4	-3	9	-2
O=C(CCN1CCCCO1)N1CCCC(Nc2ccc(F)c(F)c2)C1 (stereo not given)	1	7	13	-2	0	1	10	-6	15	-15	10
COc1ccc2c(c1)cc(C(=O)N/N=C/c1c(O)c(C(=O)O)cc3ccccc13)n2C	-11	9	2	9	-5	6	5	9	4	-9	13
O=C(NCCCNC(=O)c1ccc(-c2cc(Cl)ccc2Cl)o1)c1cnccn1	0	-11	-11	-12	14	0	1	-23	7	-9	13
O=C(Cc1ccc(-c2ccccc2)cc1)NNC(=S)NCc1ccco1	54	16	-26	-2	-8	1	6	-9	-2	0	17
c1ccc(CC2CCN(C3=Nc4cccc5cccc3c45)CC2)cc1	-33	-30	-151	36	1	1	-15	6	5	-39	-147
CC(C)(C)NC(=O)NC(=O)COC(=O)CNC(=O)c1cc(Cl)cc([N+](=O)[O-])c1	12	0	12	-4	-3	5	-1	3	-4	10	3
O=C(N/N=C/c1cc2c(cc1[N+](=O)[O-])OCO2)c1cccnc1	-18	8	8	5	-9	1	-4	3	4	-8	15
O=C(Nc1nc2ccc(F)cc2s1)Oc1ccccc1	-8	11	-17	2	-3	0	13	-39	1	3	-62
NC(=S)Nc1ccc(Cl)cc1Cl	-2	-10	9	10	5	-3	8	-3	-5	0	13
CN1C(C)(C)CC(=NO)CC1(C)C	6	24	12	2	-9	nt	1	-2	-17	10	-8
CC1CCCCN1C(=O)COC(=O)c1ccc(=O)n(Cc2ccccc2)n1 (stereo not given)	-21	-3	-1	-5	5	3	-5	6	-2	10	-1
CCOC(=O)N1CCC(NC(=O)CCN2C(=O)C3C4C=CC(C4)C3C2=O)CC1 (stereo not given)	-20	-14	2	-8	-7	-1	6	9	6	-7	7
Cc1ccn2c(C(=O)NN=C3CCN(C)CC3)c(C)nc2c1	-6	-4	1	-5	2	0	-7	10	-4	11	-3
Cc1ccc(NC(=O)Nn2cnnc2)c(C)c1	-18	-4	2	5	-2	4	-2	-28	4	-2	21
CCOC(=O)c1cc(C)n(-c2ccccc2)c1C	4	-18	-81	-6	-33	1	-43	-39	6	-14	-71
Cc1ccc(C(C)NC(=O)C2CCCC2)c(C)c1 (stereo not given)	-9	8	23	-1	9	-1	12	-1	14	-3	13
CCOC(=O)c1ccc(Nc2ncnc3nc[nH]c23)cc1	-105	19	-170	34	-52	-2	-120	-41	13	6	-228
Cc1ccc(C(=O)N/N=C\c2cc(Br)c(Br)o2)cn1	-7	-1	-26	8	nt	4	nt	-9	0	-3	-17
CCCOc1ccc(/C=N/NC(=O)CN2CCCCC2)cc1OCC	5	-4	11	7	5	-3	9	-1	-10	4	4
CC(=O)c1ccc(OCC(=O)OCC(=O)NCc2ccco2)cc1	-18	-5	7	-2	-4	1	3	-6	6	4	-2
Cc1nc(Nc2ccccc2)sc1C(=O)Nc1ccccc1	-50	-10	-241	-15	-75	0	-57	-37	12	-9	-182
CCOc1cc(N2CCOCC2)c(OCC)cc1NC(=O)CN1C(=O)NC2(CCc3ccccc32)C1=O (stereo not given)	-8	-7	20	3	-7	-2	8	-9	1	0	-10
O=C1C(=NO)CCCc2ccccc21	16	17	2	-8	-7	nt	-3	-1	1	6	-12
CN(C)CCOC(=O)C1(c2ccccc2)CCCC1	2	-19	20	-2	10	2	-6	3	20	-3	14
COc1ccc(-c2nc(-c3ccc(NC(=O)c4ccncc4)cc3)no2)cc1OC	2	94*	-7	66*	90*	2	nt	67*	-6	6	99*
CCOC(=O)c1ccc(S(=O)(=O)N2CCN(CC(=O)NC(=O)NC(C)(C)C)CC2)cc1	1	6	8	10	-4	0	5	-9	-8	3	27
CC(=O)NCCc1ccc(S(=O)(=O)Nc2ccc(C)c(S(=O)(=O)N3CCOCC3)c2)cc1	5	33	11	-7	-5	2	3	2	-13	8	25
Cc1ccc(C(=O)OCC(=O)NC2CCCC(C)C2C)cc1S(=O)(=O)N1CCCCC1 (stereo not given)	3	2	11	19	18	3	22	17	6	1	18
O=C(NNC(=O)c1ccco1)c1ccc(NS(=O)(=O)c2cccs2)cc1	-13	16	-2	12	5	1	4	-2	7	-3	7
COc1cc(S(=O)(=O)N2CCCC3(CCCCC3)C2)ccc1-n1cnnn1	-17	-12	13	-10	-8	3	1	-1	7	4	8
COc1ccc(C(=O)CC(=O)C(=O)Nc2cc(OC)ccc2OC)cc1	-36	-2	-1	1	12	-2	2	13	-2	12	2
O=C(COC(=O)C1COc2ccccc2O1)Nc1ccc(Cl)cc1 (stereo not given)	-24	6	15	5	3	3	14	2	-14	-30	-2
COC(=O)C1CSC(C)(C)C(=O)N1 (stereo not given)	15	0	5	-2	-13	1	2	23	6	-2	10
Cc1nc(S(=O)(=O)N2CCN(C3c4ccccc4-c4ccccc43)CC2)cn1C	10	-12	10	-29	-8	-1	nt	-5	-9	8	12
C=CCOc1c2ccc(C(=O)NCc3ccc(OC)cc3)cc2nn1C	-24	-9	-8	1	-9	2	6	-3	-21	3	-11
COc1ccc(OC)c(NC(=O)COC(=O)COc2ccc(Nc3ccccc3)cc2)c1	-11	33	12	-8	5	nt	-3	10	-3	0	2

# Some values from the results shown:
# COc1ccc(-c2nc(-c3ccc(NC(=O)c4ccncc4)cc3)no2)cc1OC in CF NFkB block reads -6
# CC(=O)NCCc1ccc(S(=O)(=O)Nc2ccc(C)c(S(=O)(=O)N3CCOCC3)c2)cc1 in Shn3 3UTR inh reads -5
